# Compound activity as filed in PubChem.
# Giardia kill = Small Molecules that selectively kill Giardia lamblia: qHTS; actives 0.15% (n = 340,000); Giardia lamblia trophozoite viability; activity change, % at 7.66 µM, hits read low; AID 540267, 2011; in the data active = activity change below about -80%; inconclusive = between about -30% and that limit;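 note: parasites exposed to compound for two days anaerobically before the ATP read; % is set by controls: 0 for no effect and ±100 for the full control effect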
#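 Trophozoites 100 cells/well + cpd; 48 hrs, 37 deg C, anaerobic. ATPLite 1-Step added, 15-30 min RT, luminescence read (ATP-based viability).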
# Tb PFK inh = qHTS Assay to Find Inhibitors of T. brucei phosphofructokinase. actives 0.17% (n = 330,000). AID 485367, 2010. T. brucei PFK, ADP-Glo luminescence. Potency, µM (doses to about 57.5 µM), without a hit: at the top dose activity, negative = inhibition, hits mostly inhibitors. ATP-dependent 6-phosphofructokinase (Trypanosoma brucei brucei), O15648;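 note: potency is the fitted concentration of half-maximal effect; 0% = uninhibited 1x PFK enzyme wells and -100% = no-enzyme wells; nearly all actives have a fitted effect of over 60% in size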
#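 Luminescent ADP detection (ADP-Glo, two-step: ATP depletion then ADP-to-ATP conversion for luciferase) reported PFK activity after 45 min room-temperature reaction of 1.25 nM enzyme with 0.5 mM F6P and 0.1 mM ATP at pH 8.0.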
# Menin-MLL TR inh = qHTS Assay for Inhibitors Targeting the Menin-MLL Interaction in MLL Related Leukemias: Competition With Texas Red Labeled MLL-derived Mutant Peptide | Menin + Texas Red MLL mutant peptide, fluorescence polarization | Potency, µM (titrated, usually from 61.6 µM), for the others: top-dose FP activity change, negative = inhibition, hits mostly inhibitors | actives 0.23% (n = 270,000) | AID 1768, 2009; active = well fitted inhibition curve with a large enough effect in the polarisation, with a control signal flat, not every such curve was filed as active; inconclusive = small, poorly fitted or top-dose-only effect, or effect the other way, or a change in a side signal; inactive = no such curve, though single readings can be large or run the other way; the % refers to the polarisation; note: potency is the fitted concentration of half-maximal effect; % of control where 0% means no effect; many of its hits are not listed in these tables
# Target sequence (O00255 whole entry, looked up): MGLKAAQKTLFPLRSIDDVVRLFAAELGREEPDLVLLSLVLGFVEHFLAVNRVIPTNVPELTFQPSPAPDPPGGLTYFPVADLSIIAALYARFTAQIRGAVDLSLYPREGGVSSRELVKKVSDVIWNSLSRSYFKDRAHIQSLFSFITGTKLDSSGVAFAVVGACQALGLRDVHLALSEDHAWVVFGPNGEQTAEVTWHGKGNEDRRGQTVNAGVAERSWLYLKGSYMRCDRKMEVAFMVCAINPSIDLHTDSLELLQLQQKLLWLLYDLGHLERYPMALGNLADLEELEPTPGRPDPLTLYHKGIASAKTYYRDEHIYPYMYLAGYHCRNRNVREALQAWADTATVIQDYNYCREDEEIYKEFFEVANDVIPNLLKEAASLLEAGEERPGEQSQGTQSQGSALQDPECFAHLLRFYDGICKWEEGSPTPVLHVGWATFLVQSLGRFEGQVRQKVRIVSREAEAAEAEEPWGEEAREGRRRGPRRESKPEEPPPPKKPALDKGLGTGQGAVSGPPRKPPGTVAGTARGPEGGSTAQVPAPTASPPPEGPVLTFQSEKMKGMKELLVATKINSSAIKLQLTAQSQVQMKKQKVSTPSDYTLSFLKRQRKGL
# B2AR arrestin = qHTS assay of beta-arrestin-biased ligands of beta2-adrenergic receptor; Beta-2 adrenergic receptor (Homo sapiens), P07550; beta-arrestin recruitment to beta2AR, cell-based reporter; Potency, µM (top dose mostly 46.1 µM), without a hit: at the top dose activation, most hits filed as activators; actives 0.02% (n = 330,000);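 note: potency is the fitted concentration of half-maximal effect; 0% = DMSO controls and full agonism = EC100 isoproterenol or metaproterenol; nearly all actives have a fitted effect of over 65% in size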
# Chronic BCR inh = qHTS Assay to Find Inhibitors of Chronic Active B-Cell Receptor Signaling; ABC-DLBCL IkBa-CBG/CBR reporter, luminescence ratio, 4 h; Potency, µM (titrated, usually from 46.1 µM), inactives show top-dose ratio change, negative = lower green/red ratio, hits mostly inhibitors; actives 0.05% (n = 340,000); AID 493014, 2011; active = well fitted inhibition curve with a large enough effect in the signal ratio, with a control signal flat, not every such curve was filed as active; inconclusive = small, poorly fitted or top-dose-only effect, or effect the other way, or a change in a side signal; the % refers to the signal ratio;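 note: potency is the fitted concentration of half-maximal effect; plate controls were basal doxycycline-induced cells for no effect and cells given 10 µM MG132 for full effect; MG132 reads +100%, hits lower the ratio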
#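 Doxycycline induced both beetle luciferases in TMD8 lymphoma cells; IKK-driven degradation limits the IkappaBalpha-fused green signal, while red luminescence normalises for cell number and nonspecific effects. Compounds tested up to 46 uM, 4 hrs.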
# PKM2 act = qHTS Assay for Activators of Human Muscle isoform 2 Pyruvate Kinase; Pyruvate kinase PKM (Homo sapiens), P14618; purified PKM2, Kinase-Glo ATP luminescence, activation; response scale: 0% is enzyme alone, no compound; Potency, µM (highest dose often 57.5 µM), for inactives: at the top dose activation, hits mostly activators; actives 0.34% (n = 260,000); AID 1631, 2009; note: potency is the fitted concentration of half-maximal effect; % is set by controls: 0 for no effect and ±100 for the full control effect; nearly all actives have a fitted effect of over 55% in size
#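 Kinase-Glo luminescence reports ATP generated from ADP (0.1 mM) and PEP (0.5 mM) by purified hPK-M2 after 1 h at room temperature, pH 7.2 imidazole buffer; intermediate enzyme activity allows detecting inhibitors and activators.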
# S-ASM inh = Inhibitors of Secretory Acid Sphingomyelinase (S-ASM): qHTS. Sphingomyelin phosphodiesterase (Homo sapiens), P17405. placental ASM, HMU-PC fluorogenic substrate, 60 min. actives 0.006% (n = 340,000). Potency, µM (doses to about 57.5 µM), for the others: at the highest dose activity change, negative = inhibition, hits mostly inhibitors; note: potency is the fitted concentration of half-maximal effect
#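 Fluorescence read-out (Ex 386 nm, Em 447 nm) after stopping the reaction at pH 10. Enzyme: ASM from human placenta; substrate HMU-PC0, 9 uM final; 60 min, 37 °C. Compound preincubation 10 min, ambient temperature.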
# FBPA coupling cs = qHTS Assay for Inhibitors of Fructose-1,6-bisphosphate Aldolase from Giardia Lamblia: Coupling assay counterscreen | coupling enzyme system counterscreen, AmpLite Red fluorescence | activity change, negative = inhibition, % at 58.2 µM, hits read low | actives 0.67% (n = 290,000); in the data active = activity change below about -30%; note: % is set by controls: 0 for no effect and ±100 for the full control effect
#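 Counterscreen lacking aldolase: glyceraldehyde-3-phosphate coupling-enzyme reagent preincubated 10 min at RT with compound (at 57.5 uM final), then substrate/coupling system with AmpLite Red added; fluorescence read at 525/598 nm after 20 min RT.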
# GALK inh = qHTS Assay for Inhibitors of Human Galactokinase (GALK); P51570; Purified GALK, Kinase-Glo residual ATP luminescence; Potency, µM (titrated, usually from 57.5 µM), inactives show at the top dose activity change, negative = inhibition, usual class: inhibitors; actives 0.007% (n = 270,000); note: potency is the fitted concentration of half-maximal effect; % is set by controls: 0 for no effect and ±100 for the full control effect
# Target sequence (P51570 whole entry, looked up): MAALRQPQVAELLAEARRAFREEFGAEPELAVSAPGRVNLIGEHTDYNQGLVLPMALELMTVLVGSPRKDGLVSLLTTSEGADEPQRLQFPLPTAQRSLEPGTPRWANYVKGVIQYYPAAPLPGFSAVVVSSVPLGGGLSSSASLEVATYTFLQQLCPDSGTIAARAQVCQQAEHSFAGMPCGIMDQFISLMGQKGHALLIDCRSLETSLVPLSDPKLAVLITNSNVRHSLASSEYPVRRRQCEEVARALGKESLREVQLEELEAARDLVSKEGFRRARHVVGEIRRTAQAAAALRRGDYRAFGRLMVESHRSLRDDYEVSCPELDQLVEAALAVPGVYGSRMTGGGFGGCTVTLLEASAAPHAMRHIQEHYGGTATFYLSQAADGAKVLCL
#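 Quantitative HTS: GALK 5 nM, ATP 35 uM, galactose 100 uM, 1 h room temperature, then luciferase-based ATP detection.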
# a7 integrin act = qHTS for Activators of Integrin-Mediated Alleviation for Muscular Dystrophy; alpha7betagal myoblasts, beta-gal FDG fluorescence, 48 h; Potency, µM (top dose mostly 38.3 µM), without a hit: at the highest dose activation, most hits filed as activators; actives 0.064% (n = 350,000); AID 624291, 2012;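 note: potency is the fitted concentration of half-maximal effect; 100% = response of the positive control SU9516; nearly all actives have a fitted effect of over 60% in size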
#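 Alpha7betagal+/- myoblasts (passage 13) were plated 16-24 hr, then exposed to compounds (1:260 dilution of DMSO stock) for 48 hours at 37C. After MPER lysis, β-galactosidase reporter activity was read as FDG fluorescence (ex 480/em 540) after 30 minutes.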
# PTAP TSG101 blk = qHTS Assay for Iinhibitors of HIV-1 Budding by Blocking the Interaction of PTAP/TSG101; Fluorescence polarization, FITC-PTAP peptide / Tsg101 binding; 340,000 tested, under 10 active; Potency, µM (top dose mostly 115 µM), for the others: at the highest dose activity change, negative = inhibition, actives largely listed as inhibitors; Tumor susceptibility gene 101 protein (Homo sapiens), Q99816; active = well fitted inhibition curve with a large enough effect in the main read-out, with a control signal flat, not every such curve was filed as active; inconclusive = small, poorly fitted or top-dose-only effect, or effect the other way, or a change in a side signal; inactive = no such curve, though single readings can be large or run the other way; note: potency is the fitted concentration of half-maximal effect; % of control where 0% means no effect
#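 FP read-out: FITC-PTAP peptide, 50 nM final, binding Tsg101 binding domain, 10 uM final; 20 min, r.t.; 10 mM HEPES pH 7.5, 0.15 M NaCl, 0.01% Tween 20, 3 mM EDTA, 0.1 mM TCEP.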
# The depositor's hits bear a star; ? = inconclusive; · = no result given; [ ] = remark or other dose. Unless noted, calls come from the whole dose curve; as a rule, active = well fitted curve in the direction sought with a large enough effect; inconclusive = small, poorly fitted or top-dose-only effect, or another doubt; inactive = no such curve, though single readings can be large; an effect the other way counts as inactive or inconclusive. A portion of the library; the hit share may differ from the screen's.
# Values in the order – FBPA coupling cs	PKM2 act	a7 integrin act	PTAP TSG101 blk	Giardia kill	GALK inh	Menin-MLL TR inh	S-ASM inh	B2AR arrestin	Tb PFK inh	Chronic BCR inh
O=C(NCc1ccccc1)c1ccc(Br)cc1
  -1	0%	10%	-2%	8	-3%	15%	1%	0.1%	1%	6%
Cc1ccc(Nc2ccc(C(=O)NC3CCCCC3)cn2)cc1
  -2	-2%	-46%[inhibitor]	-5%	11	0%	·	6%	0.3%	-2%	3%
Cc1ccccc1NC(=O)CN1CCN(Cc2ccccc2)CC1
  3	1%[11.5 µM]	-33%	0%	12	-4%	-13%	4%	-1.0%	4%	-6%
CC1(C)C2CCC1(C)C(OC(=O)CNc1ccccc1)C2 (stereo not drawn)
  3	-8%	-16%	0%	-12	-1%	·	-4%	-0.2%	-12%	6%
CCOC(=O)c1c(CN(C)C)n(C)c2c(O)c(N=NC(N)=O)c3ccc(Br)cc3c12
  -31*	·	-47%[inhibitor]	-1%	0	·	-7%	-21%	0.0%	-1%	3%
O=C(O)CCCC(=O)Nc1ccc(Oc2ncnc3cc(Cl)ccc23)nc1
  0	-2%	-6%	-2%	22	1%	·	0%	0.3%	2%	0%
CC(NC(=O)c1ccco1)c1nc(-c2ccc(Cl)cc2)no1 (stereo not drawn)
  -9	-1%	-14%	0%	18	1%	6%	1%	0.5%	-2%	?
CCNC(=S)NNc1ccccc1
  -1	-11%	0%	-3%	-9	6%	·	-3%	?	0%	?
CCOc1ccc(S(=O)(=O)c2c[nH]c3ccc(C)cc3c2=O)cc1
  3	·	30%	-1%	23	-1%	?	0%	-0.3%	0%	-2%
Cc1ccc(CN2CCN(Cc3cccn3-c3nccs3)CC2CCO)cc1 (stereo not drawn)
  -1	-12%	-29%	-3%	4	6%	-13%	3%	0.3%	0%	1%
Cc1nc(N2CCOCC2)[nH]c(=O)c1CCC(C)C
  3	0%	22%	-2%	0	-2%	·	12%	0.1%	-8%	6%
CCOc1cc(N2CCOCC2)c(OCC)cc1NC(=O)COC(=O)c1ccccc1OC(F)F
  ·	·	18%	-3%	11	·	·	1%	-1.1%	5%	-1%
CCOc1ccc(NC(=O)CN(C)C(=O)CC2CCCC2)cc1OCC
  ·	·	?	-3%	-10	·	·	6%	-0.8%	2%	12%
COC(=O)c1cn(CC(=O)NCc2ccco2)c2ccccc12
  1	-8%	15%	0%	-7	-1%	5%	2%	0.1%	3%	?
Cn1c(=O)c(C(=O)Nc2ncccc2O)c(O)c2ccccc21
  -17	-6%	29%	-10%	-4	2%	3%	2%	0.4%	0%	?
CCOC(=O)Nc1cc(C(=O)OCC)c(C)nc1C
  5	1%	0%	-2%	3	5%	-2%	0%	0.2%	4%	-1%
CC(=O)Oc1ccc2c(=O)oc(-c3ccc([N+](=O)[O-])cc3)nc2c1
  0	·	17%	-8%	1	-1%	21%	-3%	0.4%	4%	?
Oc1ccc(Cl)cc1-c1cc(-c2ccccc2)n[nH]1
  -4	-2%	-8%	-5%	-1	-3%	?	-15%	-0.9%	-8%	-5%
Cc1ccc(S(=O)(=O)N2CCOCC2)cc1NC(=O)COC(=O)/C=C/c1ccco1
  ·	·	4%	5%	21	·	·	-2%	-0.1%	-14%	0%
NS(=O)(=O)c1ccc(NC(=S)N2CCC(O)CC2)cc1
  -1	8%	-4%	0%	6	6%	9%	3%	-0.1%	-6%	6%
COc1ccc(/C=N\NC(=O)c2ccc([N+](=O)[O-])c(C)c2)cc1COc1ccccc1C(N)=O
  ·	5%	4%	-1%	13	-8%	·	-9%	0.2%	5%	1%
C#CCNC(=O)c1ccc(OCc2ccccc2)cc1Cl
  -4	0%	-7%	3%	13	7%	5%	-2%	-0.2%	-12%	-1%
Cc1cccc(C)c1NC(=O)Cn1c(=O)n(CCCC(=O)NC2CCN(Cc3ccccc3)CC2)c(=O)c2ccccc21
  1	2%	-4%	0%	8	0%	-5%	-3%	0.2%	-1%	0%
COc1ccccc1C(=O)NCCC(=O)OCC(=O)Nc1ccc(S(N)(=O)=O)cc1
  ·	·	0%	1%	-1	·	·	1%	-1.5%	0%	4%
O=C(c1ccccc1C(=O)N1CCN(c2ccc(F)cc2)CC1)N1CCN(c2ccc(F)cc2)CC1
  2	1%	7%	0%	-16	-1%	-3%	-3%	-0.3%	1%	-4%
NS(=O)(=O)c1ccc(Nc2ccccc2)c([N+](=O)[O-])c1
  -1	13%	6%	-1%	4	-3%	7%	-4%	-0.3%	-6%	-5%
O=C(O)C1C2CCC(O2)C1C(=O)Nc1ccc(Cl)cc1F (stereo not drawn)
  4	-2%[11.5 µM]	-35%	-4%	0	-3%	-14%	3%	8.2%	2%	?
O=C(CN1C(=O)NC2(CCCC2)C1=O)Nc1ccc(C(F)(F)F)cc1
  -4	·	8%	-2%	15	-1%	4%	-2%	-1.4%	-14%	-22%
COC(=O)c1cc2ccccc2c(=O)s1
  5	-8%	6%	-1%	9	-2%	-14%	1%	0.0%	-15%	15%
COCCCNC(=O)Cn1ccc(NC(=O)OCc2ccccc2)nc1=O
  ·	·	15%	-3%	-2	·	·	5%	0.1%	-17%	-1%
CN(C)CCCN(C(=O)c1cc2ccccc2oc1=O)c1nc2c(F)cccc2s1
  4	4%	-7%	0%	-8	-2%	-9%	-2%	0.2%	6%	-7%
COc1cc(Cl)cc(C=O)c1OCC(=O)O
  4	2%	26%	-3%	-15	1%	21%	-1%	-0.4%	7%	3%
Cc1ccc(S(=O)(=O)Nc2ccc(S(=O)(=O)NC(C)(C)C)cc2)cc1
  3	-6%	4%	-3%	-1	-3%	10%	-1%	0.4%	-3%	?
Cc1cccc(NC(=O)C2CCCN(S(=O)(=O)c3ccc4[nH]c(=O)ccc4c3)C2)c1 (stereo not drawn)
  1	0%	-4%	0%	-17	·	-16%	0%	0.1%	-8%	-1%
CC(C(=O)Nc1cc([N+](=O)[O-])ccc1Cl)N1CCN(c2ccccc2)CC1 (stereo not drawn)
  -2	3%	13%	0%	0	-2%	16%	0%	0.1%	0%	-3%

# Of the compounds above, 3 have a furan ring, fused or not:
# Values in the order – FBPA coupling cs	PKM2 act	a7 integrin act	PTAP TSG101 blk	Giardia kill	GALK inh	Menin-MLL TR inh	S-ASM inh	B2AR arrestin	Tb PFK inh	Chronic BCR inh
CC(NC(=O)c1ccco1)c1nc(-c2ccc(Cl)cc2)no1 (stereo not drawn)
  -9	-1%	-14%	0%	18	1%	6%	1%	0.5%	-2%	?
COC(=O)c1cn(CC(=O)NCc2ccco2)c2ccccc12
  1	-8%	15%	0%	-7	-1%	5%	2%	0.1%	3%	?
Cc1ccc(S(=O)(=O)N2CCOCC2)cc1NC(=O)COC(=O)/C=C/c1ccco1
  ·	·	4%	5%	21	·	·	-2%	-0.1%	-14%	0%

# Single entries from the list.
# Value of COc1cc(Cl)cc(C=O)c1OCC(=O)O in PKM2 act: 2%
# Value of COCCCNC(=O)Cn1ccc(NC(=O)OCc2ccccc2)nc1=O in Tb PFK inh: -17%
